Kir21 block: inhibitors of mouse Kir2.1 inward-rectifier potassium channel. Inward rectifier potassium channel 2 (Mus musculus), P35561. HEK293-Kir2.1, FluxOR thallium flux fluorescence; stronger effect = lower value. B-score at 10 µM. actives 0.85% (n = 310,000);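 active = fluorescence ratio B-score at or below minus 3 SD of library scores, with starting-brightness B-score within 2 SD, cut at about -4.2 in these data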;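 also: channel flux triggered by added potassium and thallium sulfate stimulus; B-score of peak minus minimum fluorescence over baseline after thallium stimulus; more negative B-score means stronger Kir2.1 block with less thallium influx; some compounds called inactive have numbers as strong as hits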
Target sequence (P35561 whole entry, looked up): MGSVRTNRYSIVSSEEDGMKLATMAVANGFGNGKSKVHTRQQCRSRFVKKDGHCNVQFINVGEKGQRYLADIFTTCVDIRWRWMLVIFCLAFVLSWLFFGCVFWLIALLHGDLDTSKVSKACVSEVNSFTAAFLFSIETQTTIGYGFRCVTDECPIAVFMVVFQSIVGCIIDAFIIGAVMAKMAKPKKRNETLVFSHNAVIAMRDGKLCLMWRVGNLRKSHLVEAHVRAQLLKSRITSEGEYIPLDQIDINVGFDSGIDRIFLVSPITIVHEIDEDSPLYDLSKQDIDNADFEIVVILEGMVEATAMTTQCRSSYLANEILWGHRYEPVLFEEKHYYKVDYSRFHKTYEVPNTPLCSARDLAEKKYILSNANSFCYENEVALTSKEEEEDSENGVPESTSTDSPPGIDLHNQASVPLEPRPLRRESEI
CHT inh: inhibitors of human choline transporter CHT; High affinity choline transporter 1 (Homo sapiens), Q9GZV3; CHT-expressing cells, membrane potential dye, choline response; stronger effect = lower value; B-score at 10 µM; actives 0.86% (n = 310,000); AID 488975, 2010;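 active = B-score over 3 SD under the library average, and starting fluorescence ratio not unusually high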;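 also: choline stimulus applied at its EC90 after an EC20 pre-addition; B-score computed on integrated fluorescence ratio after choline addition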
Target sequence (Q9GZV3 whole entry, looked up): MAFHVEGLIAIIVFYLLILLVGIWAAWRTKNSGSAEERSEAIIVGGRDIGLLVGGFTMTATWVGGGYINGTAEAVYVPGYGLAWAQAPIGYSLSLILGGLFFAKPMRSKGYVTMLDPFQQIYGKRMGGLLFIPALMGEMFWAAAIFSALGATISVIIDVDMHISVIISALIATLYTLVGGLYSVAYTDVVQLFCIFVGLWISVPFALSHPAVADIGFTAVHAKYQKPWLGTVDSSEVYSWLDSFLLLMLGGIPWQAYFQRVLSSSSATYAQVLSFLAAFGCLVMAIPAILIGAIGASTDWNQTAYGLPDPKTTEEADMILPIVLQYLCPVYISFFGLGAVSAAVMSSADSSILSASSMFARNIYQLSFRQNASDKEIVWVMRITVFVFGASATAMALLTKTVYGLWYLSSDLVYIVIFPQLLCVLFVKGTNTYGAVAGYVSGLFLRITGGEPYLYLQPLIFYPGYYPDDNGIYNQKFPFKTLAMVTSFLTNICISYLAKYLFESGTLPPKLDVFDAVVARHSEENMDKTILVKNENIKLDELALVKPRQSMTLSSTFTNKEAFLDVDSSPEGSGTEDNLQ
* marks the source's active call; other numbers are inactive results; i = inactive; / = no result given. Not a hit list; any-hit rate near 1.6%.

Kir21 block	CHT inh	Compound
-0.04	i	Cc1ccnc(NC(=O)CN(C)S(=O)(=O)c2cccc3nsnc23)c1
-0.01	-6.06*	COc1ccc(N2CCN(C(=O)c3cc(-c4cccs4)nc4ccccc34)CC2)cc1
-0.87	i	CCCNC(=O)c1onc(CSc2nc3ccccc3[nH]2)c1C(=O)NCCC
-0.13	i	CC(C)N(Cc1nc(-c2ccccc2)no1)C(=O)COc1ccccc1
-0.37	i	Cc1ccc(S(=O)(=O)N2CCC(n3nnc4cc(C)ccc43)CC2)cc1
0.27	i	Cc1ccc(C)c(N2CCN(C(=O)CCCn3c(=O)c4cccn4c4cccnc43)CC2)c1
/	i	CCCC(=O)Nc1nnc(Cc2ccccc2)s1
0.06	i	O=C(NCCCN1CCOCC1)c1ccc(-n2nc(C(F)(F)F)cc2-c2cccs2)cc1
0.12	i	CC(C)(C)OC(=O)N1CCC[C@H]1C(=O)N/N=C/c1ccc2ncccc2c1
-2.47	i	COc1ccc(CCNC(=O)CNC(=O)Cn2ccc3ccccc3c2=O)cc1OC
-0.02	i	CSc1nc(N2CCOCC2)c2ccccc2n1
-2.53	i	O=C(COc1ccc2ccccc2c1Br)Nc1ccncc1

Going on with the list.
Kir21 block	CHT inh	Compound
-0.44	i	Nc1c(C(=O)c2cccs2)sc2nsc(SCCN3CCCCC3)c12
0.23	i	Cc1cccn2cc(CNC(=O)c3ccco3)nc12
1.67	i	Cc1ccccc1C(=O)Oc1ccccc1N1C(=O)C2CC=CCC2C1=O (stereo not given)
-1.52	i	CC(Oc1ccc(Br)cc1)C(=O)NCC(c1ccco1)N1CCCCC1 (stereo not given)
-0.66	i	NC(=NCCc1ccccc1)NS(=O)(=O)c1ccc(F)cc1
-1.49	i	COc1cc(-c2cc(=O)c3ccccc3o2)ccc1O
-0.34	i	COc1ccc(CCNC(=O)C2CC3Cn4c(nc5ccccc54)C3N2C)cc1 (stereo not given)
1.42	i	Cn1c(=O)cc(N2CCN(C(=O)c3ccco3)CC2)[nH]c1=O
-0.25	i	CN1C(N)=NC(=O)/C1=C/c1ccccc1F
1.87	i	COc1ccc(NC(=O)C2CC2)cc1NS(=O)(=O)c1ccc(F)cc1
-1.17	i	Cc1ccc(-n2ncc3c(=O)[nH]c(SCC(=O)N4CCN(c5ccccc5)CC4)nc32)cc1
-0.19	i	CC1(C)CN(c2cccc(C#N)c2)C1=O

(continued)
Kir21 block	CHT inh	Compound
0.1	i	COc1cc(C(=O)N/N=C/c2ccc(OC(=O)c3ccccc3Cl)c(OC)c2)ccc1O
-0.37	i	C(=N\n1cnnc1)/c1ccc2c(c1)OCO2
-0.3	i	COC(=O)c1ccc(NC(=O)COC(=O)C2CCC2)cc1
-3.06	i	Cc1ccc(-c2nn(CCC(=O)Nc3cccnc3)c(=O)c3ccccc23)cc1
0.98	i	COc1ccc(N2CCN(C(=O)c3ccc(OCc4c(C)noc4C)c(OC)c3)CC2)cc1
-0.2	i	Cc1c2cnn(CC(=O)NCCCN3CCCCC3C)c(=O)c2c(C)n1Cc1ccccc1 (stereo not given)
0.43	i	O=C(Nc1cccc(S(=O)(=O)N2CCOCC2)c1)c1ccco1
-0.01	i	Cc1nc(C(=O)O)sc1C1(C)CC(c2cccc([N+](=O)[O-])c2)=NO1 (stereo not given)
0.27	i	Cc1cccc(NC(=O)CSc2nnc(CNC(=O)c3ccco3)o2)c1C
0.25	i	COc1ccc(N(CC(=O)N2CCCCC2)S(=O)(=O)c2ccccc2)c(OC)c1
-6.47*	i	Cc1ccc(S(=O)(=O)Nc2cc(C(C)C)c(O)cc2C)cc1
-2.07	i	COc1cccc(COCCN2CCN(S(=O)(=O)c3ccc(C)cc3)CCC2=O)c1

Other entries follow:
Kir21 block	CHT inh	Compound
-0.66	i	Cc1cccc(N2CCN(C(=O)C3CCCN(S(=O)(=O)c4c(C)noc4C)C3)CC2)c1C (stereo not given)
-1.53	i	COc1cccc(C(=O)NNC(=O)C(=O)N2CCCCC2)c1
-0.31	i	O=C(Cn1cnc2ccccc21)NC(c1ccccc1)c1ccccc1
-0.76	i	Cn1c(C(=O)N2CCCc3ccccc32)cc2sccc21
-0.19	i	CN(c1ccccc1)S(=O)(=O)c1cccc(NC(=O)c2cc3ccccc3oc2=O)c1
1.01	i	CCCCOC(=O)Cn1c(=N)n(CCN(CC)CC)c2ccccc21
-0.98	i	CCn1c(SCC(=O)N/N=C(\C)c2ccncc2)nnc1-c1ccccc1
-0.07	i	Cc1cc(C)n(CCNC(=O)C2CCC(=O)N(CCc3cccc(F)c3)C2)n1 (stereo not given)
0.08	i	COc1ccc(NC(=O)NCc2cccn2C)c(OC)c1
0.6	i	COc1cccc(C(=O)NC(=S)Nc2ccc3c4c(cccc24)CC3)c1
-1.58	i	CSC1=C(C#N)C(c2ccccc2Cl)C2=C(N1)c1ccccc1C2=O (stereo not given)
/	i	CC(C)C(C(=O)O)N1C(=O)/C(=C/c2cccn2C)SC1=S (stereo not given)

(continued)
Kir21 block	CHT inh	Compound
-1.9	i	CC(O)CNC(=S)Nc1ccccc1 (stereo not given)
1.09	i	CCn1c(CSCc2ccc(C)cc2)nnc1SCC(=O)N1CCN(c2ccccc2)CC1
-2.67	i	CC(C)C[C@H](NC(=O)C1CCN(S(=O)(=O)c2ccccc2)CC1)C(=O)NCc1cccnc1
-2.14	i	Cc1nc(C)c(C(=O)Nc2ccc(Oc3ccccc3)cc2)o1
-0.1	i	CN(C)c1ccnc2sc(C(=O)c3ccccc3)c(N)c12
1.37	i	Cc1[nH]c2ccccc2c1C(=O)CN1CCC(C)CC1
1.37	/	CC1CCc2cc(F)cc3c(O)c(C(=O)NCc4ccco4)c(=O)n1c23 (stereo not given)
-2	i	COc1ccccc1C(=O)N(CN1CCCC1=O)c1cccc(Cl)c1
-0.01	i	Cc1ccc(OCC(=O)Nc2ccc3c(c2)OCO3)c([N+](=O)[O-])n1
-0.62	i	CSc1ccccc1NC(=O)c1cc(Cl)sc1Cl
-0.9	i	CC1(C)Cc2c(cnn2-c2cccc(F)c2)C(NC(=O)CSc2ccccn2)C1 (stereo not given)
1.1	i	Cc1cccc(OC(=O)CCN2C(=O)C3C4C=CC(C5CC45)C3C2=O)c1C (stereo not given)

Additional results follow.
Kir21 block	CHT inh	Compound
0.18	i	O=[N+]([O-])c1ccc(S(=O)(=O)Nc2ccc(S(=O)(=O)N3CCCC3)cc2)cc1
-0.74	i	O=C(Cc1c(F)cccc1Cl)NC1CCN(Cc2ccccc2)CC1
-1.56	i	Cc1c(C(=O)OC(C)C)[nH]c2c1C(=O)CC(C)(C)C2
-0.63	i	Cc1cc(C[n+]2cc(Cl)ccc2N)c2ncccc2c1
0.02	/	N#CC1=C(N)OC2=C(CCC/C2=C/c2ccoc2)C1c1ccoc1 (stereo not given)
-0.5	i	Cc1cc(C(=O)Nc2sc(C)c(-c3ccc(F)cc3)c2C(N)=O)no1
-2.4	i	CCOc1cccc(C(=O)NCc2ccccc2)c1
0.62	i	COc1ccc(S(=O)(=O)c2c(O)c3ccc(C(=O)Nc4ccc(F)cc4F)cc3[nH]c2=O)cc1
-1.01	i	CN1C(=O)S/C(=C/c2ccccc2OCc2ccc(C(=O)O)cc2)C1=O
-0.2	i	Cc1cc2c(cc1S(=O)(=O)N1CCOCC1)NC(=O)CO2
0.2	i	CCc1c(C(=O)Nc2ccncc2)csc1C
0.56	i	Cc1ccc(NCCC(=O)c2cccs2)cc1

Additional entries
Kir21 block	CHT inh	Compound
0.79	i	O=C(c1cc(-c2cccc(Cl)c2)nc2ccccc12)N1CCCC1
0.25	i	COc1ccc(CN2C(=O)CSCC2=O)cc1OC
-0.54	i	O=C(COn1nnc2ccc(C(F)(F)F)cc21)Nc1nnc(-c2ccccc2)o1
1.18	i	O=C(O)c1ccc(/C=N/Nc2nc(N3CCCCC3)nc(N3CCCCC3)n2)cc1
0.3	i	CC(C)(C)Cc1nnc(NS(=O)(=O)c2ccc(F)cc2)s1
0.01	i	COCCCNC(=O)[C@H](Cc1c[nH]c2ccccc12)NC(=O)OCc1ccccc1
0.28	i	O=C1C(Nc2ccccc2)=C(N2CCCCC2)C(=O)c2ccccc21
-1.21	i	COc1ccccc1CNC(=O)C1CCCN(S(=O)(=O)c2cccc3nonc23)C1 (stereo not given)
0.94	i	COc1cnc(-c2ccccn2)[nH]c1=O
0.53	i	O=C(c1cnc2ccccn2c1=O)N1CCc2ccccc21
-1.41	i	CCOC(=O)C1(CCc2ccccc2)CCN(Cc2c(O)cccc2OC)CC1
/	i	C#CCOCCOCCOCCNc1nc(N2CCN(C(=O)[C@H]([C@@H](C)CC)n3cc(CCCCN)nn3)CC2)nc(N2CCN(C(=O)[C@H](C)n3cc(CCCN=C(N)N)nn3)CC2)n1

Whole records as entered above. Screens in order: Kir21 block	CHT inh
`O=C1C(Nc2ccccc2)=C(N2CCCCC2)C(=O)c2ccccc21` in the list: 0.28	i
`COCCCNC(=O)[C@H](Cc1c[nH]c2ccccc12)NC(=O)OCc1ccccc1` in the list: 0.01	i

(further entries)
Kir21 block	CHT inh	Compound
-0.18	i	CC1CN(c2nc(N(C)c3ccccc3)nc(N)c2[N+](=O)[O-])CC(C)O1 (stereo not given)
-0.01	i	O=C(NNC(=O)c1ccc(SCC2CCCO2)c([N+](=O)[O-])c1)c1ccc(F)cc1 (stereo not given)
0.65	i	CCOc1cccc(OCCOCCN2CCCC2)c1
1.55	i	COC(=O)CCCn1c(C)cc(C(=O)CCl)c1C
-0.73	i	COC(=O)c1cccc(Oc2cccc(Cl)n2)c1
-2.2	i	Cn1c(=O)n(C)c2cc(/C=N/NC(=O)c3ccncc3)ccc21
-3.28	i	N#Cc1ccccc1CSc1nnc(Cc2ccccc2)o1
-1.04	i	COc1ccc(N2CC(C(=O)NCCC3=CCCCC3)CC2=O)cc1 (stereo not given)
-0.27	i	COc1ccc(OCC(=O)N/N=C2\CCCc3ccccc32)cc1
0.03	i	O=Cc1c(NCc2ccccc2)c2ccccc2[nH]c1=O
0.44	/	CCOC(=O)c1cnc2c(C)c(C)ccc2c1NCCN1CCOCC1
1.08	i	Cc1cc(C(=O)NNS(=O)(=O)c2ccc(C(C)(C)C)cc2)nn1C(C)(C)C

Next section.
Kir21 block	CHT inh	Compound
2.91	/	CC(C)CSc1nc2c(c(=O)[nH]c(=O)n2C)n1CC(O)COc1cccc2ccccc12 (stereo not given)
-0.24	i	Cc1ccccc1OCC(=O)NCC(C)(C)N1CCOCC1
3.25	i	C=CCN(c1ccc(C(=O)Nc2ccc(NC(C)=O)cc2)cc1)S(C)(=O)=O
-1.07	i	Cc1cccc2cc(C#N)c(SCC(=O)N3CCC(C)CC3)nc12
-0.12	i	CCC1CN(C(=O)N2CCC(C(=O)NCc3ccco3)CC2)c2cc(C)ccc2O1 (stereo not given)
-0.44	i	CC(OC(=O)CCC1CCCC1)C(=O)Nc1ccccc1[N+](=O)[O-] (stereo not given)
-0.33	i	Cc1cccc(S(=O)(=O)Nc2nc3ccccc3nc2NCC2CCCO2)c1 (stereo not given)
0.03	i	Cc1nc(C)c(C(=O)NCc2ccc(Cl)cc2)o1
-2.82	i	O=C(NCCc1c[nH]c2ccccc12)Nc1cccc2ccccc12
0.25	i	O=c1cc(Cc2nnc(SCc3ccccc3)n2-c2ccc(Cl)cc2)[nH]c(=O)[nH]1
1.7	i	O=C(Oc1cccc(NC(=O)c2cccs2)c1)c1cccc(S(=O)(=O)N2CCCC2)c1
-0.42	i	c1ncn(C23CC4CC(CC(C4)C2)C3)n1

5 entries from above, ordered by heavy-atom count, largest number first.
Kir21 block	CHT inh	Compound
2.91	/	CC(C)CSc1nc2c(c(=O)[nH]c(=O)n2C)n1CC(O)COc1cccc2ccccc12 (stereo not given)
1.7	i	O=C(Oc1cccc(NC(=O)c2cccs2)c1)c1cccc(S(=O)(=O)N2CCCC2)c1
0.25	i	O=c1cc(Cc2nnc(SCc3ccccc3)n2-c2ccc(Cl)cc2)[nH]c(=O)[nH]1
-1.07	i	Cc1cccc2cc(C#N)c(SCC(=O)N3CCC(C)CC3)nc12
-0.24	i	Cc1ccccc1OCC(=O)NCC(C)(C)N1CCOCC1

The list goes on.
Kir21 block	CHT inh	Compound
-3.79	i	CCOc1cc(/C=C/c2nc3ccccc3s2)ccc1OCC(=O)N1CCOCC1
1.61	i	CC(=O)Nc1ccc(Cl)cc1C1COC(=O)C1=N (stereo not given)
0.35	i	CCN1C(=O)C(C(=O)c2ccccc2)SC1=S (stereo not given)
0.8	i	Cc1cc(Nc2ccccc2F)n2ncnc2n1
-0.61	i	Cc1cc(Cl)n2ncc(-c3ccccc3)c2n1
-1.77	i	CCc1ccc(CN2CCC(n3nccc3NC(=O)Cc3ccccc3)CC2)o1
-0.3	i	O=C(Cc1ccc(S(=O)(=O)N2CCCCC2)s1)Nc1cccc2ccccc12
1.8	i	Cc1cc(C)n(-c2nc3nonc3nc2-n2nc(C)cc2C)n1
-0.66	i	O=C(CSc1nnc(-c2cccnc2)o1)Nc1ccc(Br)cc1
1.37	i	COc1ccc(CNC(=O)C2CCN(S(=O)(=O)c3cccc4nsnc34)CC2)cc1
0.87	i	COCCN(CC1CCCN(C2Cc3ccccc3C2)C1)C(=O)CCC(N)=O (stereo not given)
0.9	i	COc1cc(C2NC(=O)NC(C)=C2C(=O)OCC2CCCO2)cc(OC)c1OC (stereo not given)

(next part)
Kir21 block	CHT inh	Compound
-0.99	i	O=C(CC(Nc1ccc(F)cc1)c1ccccc1)c1ccccc1 (stereo not given)
0.63	i	COc1ccc(NC(=O)c2ccc3nc(-c4ccccc4)c(-c4ccccc4)nc3c2)c(OC)c1
0.64	i	CCOc1cc(CN2CCC(CO)(Cc3cccc(C(F)(F)F)c3)CC2)ccc1OC
-11.2	i	COc1ccccc1N1CCN(C(=O)c2cc(-c3ccc(Cl)cc3)on2)CC1
